GPR151 activ = activators of human GPR151. Q8TDV0. actives 1% (n = 650,000). AID 1508602. PathHunter beta-arrestin GPR151 cells, luminescence. activation, % at 11.2 µM; in the data active = activation above about 4.9%;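 also: 0% = median of compound wells and 100% = cells with positive control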
Target sequence (Q8TDV0 whole entry, looked up): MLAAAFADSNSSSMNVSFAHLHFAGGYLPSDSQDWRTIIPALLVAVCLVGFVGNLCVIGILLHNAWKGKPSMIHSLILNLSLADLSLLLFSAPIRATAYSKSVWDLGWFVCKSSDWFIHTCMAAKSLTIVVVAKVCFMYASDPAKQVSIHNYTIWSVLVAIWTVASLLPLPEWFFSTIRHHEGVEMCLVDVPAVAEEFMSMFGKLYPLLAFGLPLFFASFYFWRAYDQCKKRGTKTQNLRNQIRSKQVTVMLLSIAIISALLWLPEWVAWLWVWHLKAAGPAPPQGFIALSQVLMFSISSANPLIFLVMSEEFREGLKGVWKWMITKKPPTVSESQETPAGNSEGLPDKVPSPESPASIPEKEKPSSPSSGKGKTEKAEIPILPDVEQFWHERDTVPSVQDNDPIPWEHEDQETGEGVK
FBW7 act = activators of human E3 ligase FBW7 | Q969H0 | AlphaScreen FBW7–phospho-cyclin E peptide binding, activator screen | normalized activity (activation), % at 26.1 µM | actives 0.13% (n = 650,000) | AID 1259310; in the data active = normalized activity above about 1.9%;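 also: purified mutant Fbw7 with reduced substrate affinity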
MITF primary = blocks human microphthalmia-associated transcription factor | AlphaScreen MITF homodimerization, bead proximity signal | inhibition, % at 2.6 µM | actives 0.91% (n = 650,000); in the data active = inhibition above about 50%;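 also: 0% = vehicle wells with protein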
Target sequence (O75030 whole entry, looked up): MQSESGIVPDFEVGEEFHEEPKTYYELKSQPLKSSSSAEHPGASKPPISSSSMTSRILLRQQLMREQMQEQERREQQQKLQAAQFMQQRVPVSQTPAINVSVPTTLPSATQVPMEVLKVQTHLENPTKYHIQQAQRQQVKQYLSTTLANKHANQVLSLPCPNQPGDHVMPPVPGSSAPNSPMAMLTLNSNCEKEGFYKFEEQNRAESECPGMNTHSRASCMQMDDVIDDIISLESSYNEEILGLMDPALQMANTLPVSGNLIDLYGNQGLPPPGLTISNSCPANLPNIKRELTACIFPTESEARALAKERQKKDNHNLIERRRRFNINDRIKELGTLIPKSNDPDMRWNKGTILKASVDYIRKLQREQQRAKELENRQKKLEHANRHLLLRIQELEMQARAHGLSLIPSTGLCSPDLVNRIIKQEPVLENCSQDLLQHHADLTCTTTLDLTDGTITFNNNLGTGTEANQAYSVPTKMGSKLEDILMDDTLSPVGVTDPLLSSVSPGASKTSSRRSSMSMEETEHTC
TEAD-YAP block = TEAD-YAP interaction inhibition. HEK-TIYL cells, TEAD-Gal4/YAP UAS-luciferase luminescence. inhibition, % at 9.12 µM. actives 1.4% (n = 640,000). AID 1259422; in the data active = inhibition above about 32%;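 also: 0% = median of test compound wells and 100% = reference inhibitor wells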
Starred values were filed as active, the others as inactive.

SMILES	GPR151 activ	FBW7 act	MITF primary	TEAD-YAP block
COc1ccccc1CN1C(=O)C2C3c4ccccc4C(c4ccccc43)C2C1=O (stereo unspecified)	1.8	-0.1	-29	8
Cc1ccc(NC(=O)CSc2ccc(F)cc2)cc1[N+](=O)[O-]	-1.1	0.2	9	-23
CN(Cc1cccc(OC2CCN(C(=O)c3cccc(Cl)c3)CC2)c1)Cc1ncc[nH]1	-0.9	-0.1	12	-1
Cc1nnc(SCc2ccc(Cl)cc2)nc1C	5.2*	-0.1	7	-22
Cc1nc2cc(C(=O)N3CCC(c4ccnc5nc(C(F)(F)F)nn45)CC3)ccc2n1C	-0.3	-0.1	2	2
CN(CCc1ccccn1)c1nc(Cc2ccccc2)nc2sc3c(c12)CCCC3	0.1	0.1	25	-16
Fc1cc(-c2nc(Nc3ccc(Cn4cccn4)cc3)ncc2F)cc(N2CCOCC2)c1	1.5	-0.1	0	0
CCC(NC(=O)Oc1ccc(C2CCCCC2)cc1)(C(F)(F)F)C(F)(F)F	0.6	0.5	15	-6
COc1cccc(/C=c2/sc3nc(-c4ccccc4)nn3c2=O)c1OC	-2.4	0.0	4	-4
CCOC(=O)c1c(CNc2ccncc2)n(C)c2cc(Br)c(O)cc12	0.5	0.2	-2	7
Cc1cccnc1N(C(=O)c1ccccc1F)C(=O)c1ccccc1F	-0.8	0.0	-5	11
Cc1ccc2nc(/C(C#N)=C/c3ccc([N+](=O)[O-])c(Cl)c3Cl)[nH]c2c1	1.8	-0.1	5	-7
CCOC(=O)C(O)(c1ccc(NC(=O)c2ccco2)cc1)C(F)(F)F (stereo unspecified)	2.1	0.0	-4	-8
CCn1nnnc1-c1ccc(Nc2nccc(-c3cccc(N4CCOCC4)c3)n2)cc1	0.3	-0.1	-9	22
O=C(Nc1ccc2nc(NC(=O)c3cccs3)sc2c1)c1cccs1	-0.4	0.1	10	-9
Cc1nc2sccn2c(=O)c1Cl	-0.2	0.1	-1	-2
CC(C)C(NC(=O)/C(=C\c1ccc(Cl)cc1)NC(=O)c1ccco1)C(=O)O (stereo unspecified)	0.9	0.1	7	-3
COc1cc(C)c(CN2CCc3nnc(C4CCCO4)n3CC2)cc1C (stereo unspecified)	-0.1	-0.1	-3	20
COc1cc(/C=C(/C#N)C(=O)Nc2ccc(O)cc2)cc(Br)c1O	2.1	-0.1	0	43*
CC(C)CCN(CC(=O)Nc1ccc2c(c1)OCCO2)S(=O)(=O)c1ccccc1F	2.0	0.0	-9	-3
O=C1NC(=O)C(CCc2ccccc2)(C2CCN(C(=O)CCC(=O)c3ccccc3)CC2)N1 (stereo unspecified)	1.6	-0.1	4	-6
CC(C)c1ccc(N/C=C2/CCCCC2=O)cc1	0.2	-0.5	-8	-63
CCC(C)SCC(=O)Nc1ccc(S(=O)(=O)N2CCOCC2)cc1OC (stereo unspecified)	1.4	-0.1	0	4
CCC(C)(C)NS(=O)(=O)Cc1ccccc1	-0.2	-0.1	-2	-9
Clc1cccc(OCCN2CCN(CCOc3cccc(Cl)c3)CC2)c1	-0.9	-0.1	12	12
Cc1ccc(NC(=O)c2cc(S(=O)(=O)NCCc3ccccc3)ccc2F)cc1Cl	-2.4	-0.1	-4	-6
COC(=O)c1ccc(NC(=O)CSc2nnc(-c3cccnc3)n2-c2ccccc2)cc1	-1.5	-0.1	-9	12
COc1ccc(C)cc1S(=O)(=O)Nc1cccc(SC)c1	-1.1	0.1	10	2
CCOC(=O)c1c(C)nn(CC2CCCCC2)c1N	0.0	0.0	-5	-15
Cc1noc(C)c1COC(=O)CCC(=O)c1ccc(F)cc1	2.3	0.2	1	1
C=CCn1c(N/N=C/c2cc(Br)ccc2O)nc2c1c(=O)[nH]c(=O)n2C	0.4	-0.2	11	5
O=C(NCc1ccccc1)c1cccc(NCCN2CCOCC2)n1	0.5	-0.1	8	-6
Nc1nc(N)nc(-c2ccc([N+](=O)[O-])cc2)n1	-3.4	0.0	2	-35
COc1cc(OC)cc(C(=O)Nc2ccc(OC)c(Cl)c2)c1	-3.5	0.1	1	-49
NCC(=O)N1CCCC(C(=O)Nc2ccc3[nH]ncc3c2)C1 (stereo unspecified)	-1.2	0.3	-1	-2
CC(C)CCNC(=O)CCNS(=O)(=O)c1ccc(Cl)cc1	1.5	0.1	10	-6
Cc1cc(C)n(CCCNCC(O)COC2CCCc3ccccc32)n1 (stereo unspecified)	0.6	-0.2	43	-1
C=CCn1c(SCC(=O)c2ccc(OC)c(C)c2)nnc1-c1ccncc1	1.0	0.0	10	5
COc1cc2nc(-c3ccc(N4CCOCC4)nc3)nc(NCCN3CCOCC3)c2cc1OC	0.4	0.0	-7	0
O=C(NCc1ccccn1)c1c(O)c2c([nH]c1=O)CCCC2	-1.2	0.2	13	-11
CCCc1oc2c(cc(NS(=O)(=O)c3ccc(C)cc3C)c3ccccc32)c1C(=O)OCC	0.3	0.0	17	7
O=C(Nc1nnc(S(=O)(=O)N2CCCCCC2)s1)c1ccccc1F	-0.7	-0.2	-5	-18
Cc1c(Cl)cccc1NC(=O)CC(C(=O)O)C1CCCO1 (stereo unspecified)	1.2	0.0	-5	-8
O=S(=O)(Cc1cccc(Cl)c1)NCC1(CO)CC1	0.5	0.3	16	8
COC(=O)c1cc(NC(=O)c2ccc(N3CC4CC(C3)c3cccc(=O)n3C4)c(NC(=O)Nc3ccccc3)c2)cc(C(=O)OC)c1 (stereo unspecified)	6.7*	-0.1	-2	-12
CN(C)C(CC(=O)Nc1cccc(Cl)c1Cl)C(=O)O (stereo unspecified)	-0.7	1.0	8	-4
Cc1cc(C)n(C(=O)CNC(=O)c2cccs2)n1	3.2	0.0	-11	-5
O=C(Nc1ccc(NC(=O)C2CC2)nc1)c1ccco1	-0.7	-0.1	-2	-37
COc1cc(OC)c(-c2nc3cnccn3c2NCC2CCCO2)cc1OC (stereo unspecified)	-1.1	0.0	-8	-11
Cn1c(SCC(=O)NCc2ccco2)nc2ccccc21	-0.8	0.0	2	-7
C/C(=N\NC(=O)c1cccnc1)c1[nH]c(C)c(/C(C)=N/NC(=O)c2cccnc2)c1C	2.6	-0.1	16	-12
CC(Oc1ccc(Br)cc1)n1cncn1 (stereo unspecified)	4.3	0.8	13	-6
COc1ccc(/C=N/N(C)c2cc(=O)n(C)c(=O)[nH]2)cc1OC	-0.5	0.7	13	4
COc1cc(OC)nc(CN2CCN(Cc3ccccc3)CC2)n1	-0.4	0.1	-5	-2
Cc1ccc2c(c1)N(CC(=O)NCc1cccs1)C(=O)c1cccnc1O2	0.5	0.2	9	14
CCN1C(=O)C(=O)c2ccccc21	0.8	-0.2	-7	-1
O=Nc1c(O)[nH]c2ccc(F)cc12	1.2	-0.3	1	7
Cc1sc2nc(COC(=O)c3ccc(N4CCCC4)c([N+](=O)[O-])c3)[nH]c(=O)c2c1C	0.2	-0.1	7	4
CC(=O)c1ccc(NC(=O)COC(=O)c2cc(C)n(-c3ccccc3)c2C)cc1	-0.6	-0.1	12	6
CCCSc1nnc2c(n1)OC(c1cc(C(C)(C)C)c(O)c(C(C)(C)C)c1)Nc1ccccc1-2 (stereo unspecified)	-0.5	0.1	4	-37

(listing goes on)
SMILES	GPR151 activ	FBW7 act	MITF primary	TEAD-YAP block
COCCCN1C(=O)C2C3c4ccccc4C(c4ccccc43)C2C1=O (stereo unspecified)	0.4	0.9	11	17
CCOc1ccc(C(=O)N2CCN=C2SCc2cccnc2)cc1	0.2	1.3	9	-9
CC(C)N(CCNC(=O)c1ccc2nc(-c3ccccc3)sc2c1)C(C)C	0.4	0.1	13	-29
CC(=O)Nc1ccc(C2=N/C(=C/c3ccc(C)cc3)C(=O)O2)cc1	0.8	0.1	12	7
Cc1ccc(CC(=O)Nc2ccc(Cl)cc2)cc1	2.7	0.0	-6	-27
O=C(Nc1ccc(Cl)cc1[N+](=O)[O-])c1cc2ccccc2cc1O	-0.2	-0.1	-1	-27
Cc1ccc(C)c(NC(=O)C2Sc3nnc(C)n3NC2c2ccccc2)c1 (stereo unspecified)	-0.5	0.0	-11	-5
O=C(Nc1ccccc1)c1ccc2nc(Nc3ccc4ncccc4c3)sc2c1	1.6	0.0	-2	-40
O=C(Nc1ccccc1)c1cnc(N2CCN(Cc3ccc4c(c3)OCO4)CC2)s1	1.4	-0.1	-4	-1
CCCCC1CN(C(=O)C2CC(=O)N(Cc3ccccn3)C2)Cc2ccccc2O1 (stereo unspecified)	-0.2	-0.3	2	15
COc1ccc(CSc2ccc(C(=O)O)cc2[N+](=O)[O-])cc1	-0.6	0.2	5	9
CCN(CC)c1ccc(CN2CCC3(CC2)CC3C(=O)N2CCCN(C)CC2)cc1 (stereo unspecified)	-0.9	0.5	-7	19
Cc1ccc2nc(Cl)c3cc(C(=O)NCCN4CCN(C)CC4)sc3c2c1	1.9	-0.1	-2	-13
CC(=O)O/N=C(/c1ccc([N+](=O)[O-])cc1)N1CCOCC1	-0.5	0.0	-6	1
CC(=O)Nc1ccccc1C(=O)C(=O)Nc1cc(F)ccc1C	0.7	-0.1	-16	-9
COc1ccc(/C(N)=N/OC(=O)COc2ccc(Br)cc2Cl)cc1OC	2.3	0.2	-2	14
Cc1cc(C)n(CCNC(=O)c2ccc(OC3CCN(CCc4ccccc4)CC3)cc2)n1	0.1	-0.2	0	3
Cc1ccccc1C(=O)N/C(=C/c1ccc(-c2cccnc2Cl)o1)C(=O)NCCO	0.0	-0.1	-21	-6
COc1ccc(S(=O)(=O)N2CCCCC2)cc1Cl	1.8	0.1	2	7
Cc1ccc(-c2csc3ncnc(-n4nc(C)cc4C)c23)cc1	1.9	-0.1	6	-4
CC1CC(C)CN(CCCNC(=O)Cc2c(C(=O)O)[nH]c3ccc(Cl)cc23)C1 (stereo unspecified)	-0.1	0.1	-1	4
O=C(O)CNS(=O)(=O)c1cc(C(F)(F)F)ccc1Cl	-1.8	0.0	-6	-4
C#CCNC(=O)c1c(SCC)nc2sccn2c1=O	0.5	-0.1	10	3
CCc1ccc2oc(-c3ccc(NC(=O)c4ccc([N+](=O)[O-])o4)cc3)nc2c1	0.3	0.1	6	-21
O=Cc1ccccc1OCc1ccc(C(=O)O)cc1	-3.1	0.8	5	-1
CCCCN(CC)C(=O)c1cccc(I)c1	3.0	0.0	8	-6
CCc1ccccc1NC(=O)Cn1c(-c2nonc2N)nc2ccccc21	0.7	-0.1	-1	7
COc1cc(Nc2cc(Nc3ccccn3)nc(N)n2)cc(OC)c1OC	1.0	0.0	-9	44*
N#CC1=C(N)OC2=C(C(=O)CCC2)C12CCN(C(=O)OCc1ccccc1)CC2	0.1	-0.1	8	1
O=C(CCC1(Cc2ccc3ccccc3c2)CCC(=O)N1)NCc1ccccn1 (stereo unspecified)	0.3	0.0	-1	8
CCCCNc1cc(NCCO)c2c3c(onc13)-c1ccccc1C2=O	-1.6	-0.4	31	9
Cc1ccc(NS(=O)(=O)c2ccc3c(c2)SCC(=O)N3)cc1	-0.3	0.0	-17	1
Cc1ccc(CNC(=O)c2cccnc2SCC(=O)Nc2ccc(Br)cc2F)cc1	0.8	-0.1	1	-4
O=C(Nc1cccnc1)c1ncoc1-c1ccc2ccccc2c1	-0.6	0.1	-24	-17
CC1CN(CC(=O)N2CCC[C@H]2C(N)=O)Cc2cc(Cl)ccc2O1 (stereo partly specified)	0.6	0.2	6	4
Cc1ccc(C(=O)N/N=C\c2cc3c(cc2Br)OCO3)cn1	-0.4	0.2	7	-6

Among those listed so far, these contain fluorine:
SMILES	GPR151 activ	FBW7 act	MITF primary	TEAD-YAP block
Cc1ccc(NC(=O)CSc2ccc(F)cc2)cc1[N+](=O)[O-]	-1.1	0.2	9	-23
Cc1nc2cc(C(=O)N3CCC(c4ccnc5nc(C(F)(F)F)nn45)CC3)ccc2n1C	-0.3	-0.1	2	2
Fc1cc(-c2nc(Nc3ccc(Cn4cccn4)cc3)ncc2F)cc(N2CCOCC2)c1	1.5	-0.1	0	0
CCC(NC(=O)Oc1ccc(C2CCCCC2)cc1)(C(F)(F)F)C(F)(F)F	0.6	0.5	15	-6
Cc1cccnc1N(C(=O)c1ccccc1F)C(=O)c1ccccc1F	-0.8	0.0	-5	11
CCOC(=O)C(O)(c1ccc(NC(=O)c2ccco2)cc1)C(F)(F)F (stereo unspecified)	2.1	0.0	-4	-8
CC(C)CCN(CC(=O)Nc1ccc2c(c1)OCCO2)S(=O)(=O)c1ccccc1F	2.0	0.0	-9	-3
Cc1ccc(NC(=O)c2cc(S(=O)(=O)NCCc3ccccc3)ccc2F)cc1Cl	-2.4	-0.1	-4	-6
Cc1noc(C)c1COC(=O)CCC(=O)c1ccc(F)cc1	2.3	0.2	1	1
O=C(Nc1nnc(S(=O)(=O)N2CCCCCC2)s1)c1ccccc1F	-0.7	-0.2	-5	-18
O=Nc1c(O)[nH]c2ccc(F)cc12	1.2	-0.3	1	7
CC(=O)Nc1ccccc1C(=O)C(=O)Nc1cc(F)ccc1C	0.7	-0.1	-16	-9
O=C(O)CNS(=O)(=O)c1cc(C(F)(F)F)ccc1Cl	-1.8	0.0	-6	-4
Cc1ccc(CNC(=O)c2cccnc2SCC(=O)Nc2ccc(Br)cc2F)cc1	0.8	-0.1	1	-4

Screening results: PubChem, The Scripps Research Institute Molecular Screening Center
